RGS4 inhibitor: Inhibitors of Regulator of G Protein Signaling (RGS) 4: qHTS; Regulator of G-protein signaling 4 (Homo sapiens), P49798; AID 504845, 2011; Potency, µM (highest dose often 114 µM), for the others: at the highest dose activity change, negative = inhibition, hits mostly inhibitors; actives 0.039% (n = 390,000); Transcreener GDP fluorescence polarization, RGS4-accelerated GTP hydrolysis; note: % is set by controls: 0 for no effect and ±100 for the full control effect; nearly all actives have a fitted effect of over 75% in size; some results filed as inactive show a strong effect at the top dose
Target sequence (P49798 whole entry, looked up): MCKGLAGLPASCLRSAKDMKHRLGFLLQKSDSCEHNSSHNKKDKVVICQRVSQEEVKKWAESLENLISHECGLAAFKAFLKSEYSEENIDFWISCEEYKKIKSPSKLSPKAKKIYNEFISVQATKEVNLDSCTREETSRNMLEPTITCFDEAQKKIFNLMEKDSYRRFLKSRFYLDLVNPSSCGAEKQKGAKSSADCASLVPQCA
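MLSMR compounds (23 nl, pin-transferred) preincubated 10 min at room temperature with a 500nM (2x) first reagent, then RGS4 at 900nM (2x) plus Transcreener GDP mix added; fluorescence polarization (620/688 nm) read before and after 90 min at 30 °C.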
GLS inhibitor: qHTS for Inhibitors of Glutaminase (GLS); Glutaminase kidney isoform, mitochondrial (Homo sapiens), O94925; actives 0.21% (n = 410,000); Potency, µM (titrated, usually from 45.5 µM), inactives show top-dose activity change, negative = inhibition, most hits filed as inhibitors; AID 624170, 2012; GLS enzymatic activity, qHTS titration; note: % is set by controls: 0 for no effect and ±100 for the full control effect
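Read-out is an Amplex red fluorescence increase coupled through glutamate oxidase and HRP, measured before and after 30 min room-temperature incubation. hKGA is in 45 mM KH2PO4 (pH 8.2) with 0.02% Tween-20; glutamine added as 1mM solution.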
JMJD2A Tudor: qHTS Assay for Inhibitors of JMJD2A-Tudor Domain. Lysine-specific demethylase 4A (Homo sapiens), O75164. actives 4.4% (n = 390,000). Potency, µM (highest dose often 114 µM), without a hit: at the highest dose activity change, negative = inhibition, most hits filed as inhibitors. AlphaScreen JMJD2A-Tudor / H3K4me3 peptide binding. AID 504339, 2011; note: % is set by controls: 0 for no effect and ±100 for the full control effect; nearly all actives have a fitted effect of over 50% in size
Pin1 inhibitor: qHTS Assay to Find Inhibitors of Pin1. Peptidyl-prolyl cis-trans isomerase NIMA-interacting 1 (Homo sapiens), Q13526. Pin1 FP peptide displacement, HiFluor488, 10 min. Potency, µM (highest dose often 115 µM), without a hit: at the top dose activity, negative = inhibition, usual class: inhibitors. actives 0.009% (n = 390,000). AID 504891, 2011; active = well fitted inhibition curve with a large enough effect in the polarisation, with a control signal flat, not every such curve was filed as active; inconclusive = small, poorly fitted or top-dose-only effect, or effect the other way, or a change in a side signal; inactive = no such curve, though single readings can be large or run the other way; the % refers to the polarisation; note: % is set by controls: 0 for no effect and ±100 for the full control effect
Target sequence (Q13526 whole entry, looked up): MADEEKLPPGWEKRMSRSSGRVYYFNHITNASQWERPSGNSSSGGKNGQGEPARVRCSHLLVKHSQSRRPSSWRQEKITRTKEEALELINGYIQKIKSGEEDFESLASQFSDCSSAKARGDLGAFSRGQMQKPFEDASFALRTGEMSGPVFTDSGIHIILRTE
HP1b binding inh: HTS for Inhibitors of HP1-beta Chromodomain Interactions with Methylated Histone Tails; AlphaScreen HP1-beta / biotin-H3K9me3 peptide binding; Potency, µM (titrated, usually from 114 µM), for the others: at the top dose activity change, negative = inhibition, usual class: inhibitors; actives 0.56% (n = 390,000); AID 540317, 2011; note: nearly all actives have a fitted effect of over 70% in size; inactives centre near 23
Target sequence (P83916 whole entry, looked up): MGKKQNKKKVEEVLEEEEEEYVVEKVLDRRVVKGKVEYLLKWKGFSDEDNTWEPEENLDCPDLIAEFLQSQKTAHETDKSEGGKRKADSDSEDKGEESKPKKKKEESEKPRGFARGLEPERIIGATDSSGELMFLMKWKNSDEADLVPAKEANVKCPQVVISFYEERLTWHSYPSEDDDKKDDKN
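Compound inhibition of the preformed complex between 50 nM HP1-beta and 50 nM biotinylated H3K9me3 peptide was read by AlphaScreen. Buffer was PBS pH 7.4 with 0.01% Tween-20. Incubations ran 30 min at room temperature, with 10 ug/mL donor/acceptor beads.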
ERG-DNA inh: qHTS for Small Molecule Inhibitors of the ERG Ets/DNA interaction; Transcriptional regulator ERG (Homo sapiens), P11308; fluorescence polarization, His-ERG Ets domain / labelled DNA; Potency, µM (highest dose often 76.9 µM), for the others: at the highest dose FP activity, negative = inhibition, hits mostly inhibitors; actives 0.028% (n = 370,000); AID 624246, 2012; active = well fitted inhibition curve with a large enough effect in the polarisation, with a control signal flat; inconclusive = small, poorly fitted or top-dose-only effect, or effect the other way, or a change in a side signal; inactive = no such curve, though single readings can be large or run the other way; the % refers to the polarisation;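 note: polarization taken with two DNA probes labelled with fluorescein and Texas red; % of control where 0% means no effect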
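His-tagged ERG Ets domain (1 uM in the protein solution; 300mM KCl, 50mM Tris-HCl, 1mM EDTA, 1mM DTT, pH 7.5) received compound, then a probe mix of 5 nM fluorescein-DNA and 100nM Texas-615-DNA. Fluorescence polarization was read for both dyes.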
PGK inhibitor: qHTS Assay to Find Inhibitors of Phosphoglycerate Kinase. Phosphoglycerate kinase, glycosomal (Trypanosoma brucei brucei), P07378. PGK/GAPDH coupled, Kinase-Glo luminescence, 60 min. Potency, µM (series often up to 57.5 µM), without a hit: top-dose activity change, negative = inhibition, actives largely listed as inhibitors. actives 0.043% (n = 380,000). AID 602233, 2012; note: % is set by controls: 0 for no effect and ±100 for the full control effect; nearly all actives have a fitted effect of over 60% in size
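Recombinant glycosomal PGK reaction used 1,3-bisphosphoglycerate generated in-well by GAPDH (100nM final) in 100mM TEA pH 7.6, 5mM MgCl2, 0.01% Tween-20. After 60 minutes at room temperature, ATP was read by Kinase-Glo Plus luminescence end-point.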
rTrxR1 inhibitor: qHTS Assay for Inhibitors of Mammalian Selenoprotein Thioredoxin Reductase 1 (TrxR1): qHTS; Thioredoxin reductase 1, cytoplasmic (Rattus norvegicus), O89049; recombinant rTrxR1, NADPH fluorescence consumption, selenite substrate; Potency, µM (highest dose often 114 µM), without a hit: at the highest dose activity change, negative = inhibition, most hits filed as inhibitors; actives 1% (n = 390,000); AID 588453, 2011; note: % is set by controls: 0 for no effect and ±100 for the full control effect; nearly all actives have a fitted effect of over 65% in size
Target sequence (O89049 whole entry, looked up): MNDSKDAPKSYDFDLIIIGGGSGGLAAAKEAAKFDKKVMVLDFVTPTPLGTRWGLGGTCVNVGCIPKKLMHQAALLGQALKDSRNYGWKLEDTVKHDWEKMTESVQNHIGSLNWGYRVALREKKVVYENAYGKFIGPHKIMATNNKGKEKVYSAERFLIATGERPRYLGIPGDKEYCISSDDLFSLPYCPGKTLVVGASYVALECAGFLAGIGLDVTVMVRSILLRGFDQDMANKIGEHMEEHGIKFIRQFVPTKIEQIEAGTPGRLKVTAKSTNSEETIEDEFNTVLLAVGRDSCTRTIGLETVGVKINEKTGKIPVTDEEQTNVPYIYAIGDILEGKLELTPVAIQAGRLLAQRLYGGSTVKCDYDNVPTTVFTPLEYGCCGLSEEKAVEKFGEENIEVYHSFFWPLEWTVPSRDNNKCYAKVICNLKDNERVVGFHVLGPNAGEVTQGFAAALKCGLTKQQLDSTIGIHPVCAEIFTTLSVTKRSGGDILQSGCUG
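Rat TrxR1 (90 nM in the dispensed reagent) was pre-reduced with 400 uM NADPH for 5 min at room temperature, then incubated with compound for 15 min. After 400 uM selenite was added, NADPH fluorescence (Ex 340/Em 450 nm) was followed for 8 min.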
ALOX12 inh: Primary qHTS assay for inhibitors of human arachidonate 12S-lipoxygenase (ALOX12): Round 2; purified 12hLO, xylenol orange hydroperoxide absorbance; Potency, µM (highest dose often 108 µM), inactives show at the highest dose activity change, negative = inhibition, actives largely listed as inhibitors; actives 1.1% (n = 580,000); Polyunsaturated fatty acid lipoxygenase ALOX12 (Homo sapiens), P18054; note: % is set by controls: 0 for no effect and ±100 for the full control effect
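Purified human 12hLO at 150 nM in 25 mM Hepes, 0.01% Triton X-100, pH 7.0, preincubated 15 min at room temperature with compound. Reaction started with 40 uM arachidonic acid, 30 min at room temperature. Hydroperoxide measured by Fe-xylenol orange, 573/405 nm absorbance ratio.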
Active calls of the source: *; i = inactive; ? = inconclusive; · = not tested or not shown; [ ] = remark or other dose. Unless noted, calls come from the whole dose curve; as a rule, active = well fitted curve in the direction sought with a large enough effect; inconclusive = small, poorly fitted or top-dose-only effect, or another doubt; inactive = no such curve, though single readings can be large; an effect the other way counts as inactive or inconclusive. Potency is the fitted concentration of half-maximal effect. A portion of the library; the hit share may differ from the screen's.

SMILES	RGS4 inhibitor	GLS inhibitor	JMJD2A Tudor	Pin1 inhibitor	HP1b binding inh	ERG-DNA inh	PGK inhibitor	rTrxR1 inhibitor	ALOX12 inh
CCN(CC)c1ccc(NC(=O)C2CCN(S(=O)(=O)c3ccc4c(c3)oc(=O)n4C)CC2)c(C)c1	49.0%	19.9%	-27.8%	-0.6%	12.9%	1.7%	-6.4%	39.6%[activator]	-0.6%
Cc1ccc(S(=O)(=O)N2CCN(C(=O)COC(=O)Cc3ccc(F)cc3)CC2)c(C)c1	15.2%	-3.6%	-6.9%	0.3%	37.9%	4.3%	4.6%	-0.8%	3.1%
COc1ccc(C2=C(C(C)=O)Sc3nnc(-c4ccc(C)cc4)n3N2C(C)=O)cc1OC	3.3%	9.3%	-4.5%	14.3%	27.4%	6.4%	9.5%	15.3%[57.1 µM]	-1.2%
Cc1cc(C)c(C(=O)COC(=O)CCn2c(C)csc2=O)cc1C	?	-4.5%	-20.0%	1.9%	-17.0%	-16.9%	-2.5%	13.5%	-2.5%
CCn1c(SCC(=O)N2CCOCC2)nc(O)cc1=O	26.1%	2.4%	-18.4%	0.3%	20.9%	-2.7%	-1.4%	27.2%	0.9%
COc1ccc(CCNc2cc(C)nc3c(-c4ccc(Cl)cc4)cnn23)cc1OC	-7.6%	-3.8%	18.9%	10.1%	87.3%[activator]	-7.1%	-4.9%	99.9%[activator]	-8.8%
CN1C(=O)c2cccc3c(S(=O)(=O)NCc4ccco4)ccc1c23	24.7%	7.9%	8.6%	-2.8%	45.8%	-7.3%	2.9%	-20.3%[57.1 µM]	?
COc1ccc(/C=C(\NC(=O)c2ccc([N+](=O)[O-])cc2)C(=O)NCCN2CCOCC2)cc1	18.2%	-13.1%	-7.0%	3.8%	9.3%	-10.9%	-0.6%	-16.4%[57.1 µM]	0.3%
CC1CCC(NC(=O)CC2Oc3ccccc3NC2=O)CC1 (configuration not stated)	15.8%	-1.2%	-4.8%	-4.4%	45.6%[activator]	-3.8%	-0.5%	4.6%	0.0%
Cc1ccc2nc(SCC(=O)Nc3ccc(F)c([N+](=O)[O-])c3)[nH]c2c1	-14.6%	1.3%	-31.4%	-2.3%	-3.3%	-3.5%	-9.2%	-31.4%	-14.6%
COc1ccc(C(=O)/C=C/c2cn(CC(O)CN3CCc4ccccc43)c3ccccc23)cc1OC (configuration not stated)	-17.6%	-2.9%	20µM*	?	-32.1%	-1.4%	-3.7%	-2.4%	-3.4%
COc1cccc2c3c(c(=O)[nH]c12)CCC(C)(C)O3	16.1%	3.2%	-5.8%	-0.6%	12.0%	-5.6%	11.7%	14.8%	?
CCOC(=O)NC(C(F)(F)F)(C(F)(F)F)P(=O)(c1ccccc1)c1ccccc1	-1.6%	10.3%	?	-1.4%	30.9%	-1.3%	i	?	?
Cc1ccc(SCc2nc(-c3ccccc3)no2)cc1	-3.6%	7.6%	152.3%[activator]	-2.7%	255.4%[activator]	-7.2%	-1.5%	25.6%[57.1 µM]	-65.1%
COc1ccc(OC)c(NC(=O)CSC2=Nc3ccccc3C3=NC(CCC(=O)NCc4ccco4)C(=O)N23)c1 (configuration not stated)	-4.2%	-3.8%	-18.3%	2.0%	18.0%	7.2%	10.5%	3.2%[57.1 µM]	-0.8%
CCC/C(=N\NC(=O)C1CC1)c1ccccc1	8.7%	-6.4%	2.1%	-7.5%	33.0%	7.7%	-6.7%	17.9%	176.2%[activator]
O=c1[nH]c2cc3ccccc3cc2nc1C(F)(F)F	25.1%	-3.4%	-2.3%	?	8.7%	-3.8%	-8.3%	4.6%[57.1 µM]	-12.6%
CCN(c1ccc(C)cc1C)S(=O)(=O)c1nnc(NC(=O)C(C)(C)C)s1	9.4%	-9.2%	-14.3%	20.0%	16.2%	-5.0%	-4.5%	3.9%[57.1 µM]	-18.1%
c1ccc(CCCCN2CCN=C2Nc2ccccc2)cc1	0.7%	0.7%	-20.7%	-0.2%	31.8%	4.3%	-7.8%	5.9%[57.1 µM]	?
Cc1ccc2c(c1)cc1c(=O)n(CC(=O)NCCCc3ccccc3)nc(C)n12	-7.9%	-5.6%	-9.0%	3.8%	32.2%	10.7%	-5.7%	20.2%	-13.3%
CC1CCCC(NC(=O)COC(=O)COc2ccc(C#N)cc2)C1C (configuration not stated)	-20.8%	0.8%	-9.6%	0.2%	45.4%[activator]	6.4%	1.3%	-6.4%	-10.8%
O=C(C=Cc1ccccc1)c1c[nH]c2ccccc2c1=O	3.5%	-10.7%	-17.9%	18.5%	1.9%[57 µM]	5.9%	-0.6%	-3.8%[2.29 µM]	-9.7%
CC(C)(C)C(=O)CSc1nc2ccccc2o1	-26.9%	31.5%[activator]	16.2%	5.7%	67.0%[activator]	0.0%	4.3%	6.3%[57.1 µM]	-19.9%
CCCOC1CCCN(C(=O)c2cc(Cl)c(Cl)cc2C(=O)O)C1 (configuration not stated)	-12.6%	?	-4.5%	1.0%	29.8%	10.3%	-7.5%	-15.3%	?
COc1cc(CC(=O)OCC(=O)NC(C)c2ccccc2)cc(OC)c1OC (configuration not stated)	-6.0%	3.6%	0.8%	-7.1%	18.6%	12.9%	-1.9%	-10.5%	?
Next section.
SMILES	RGS4 inhibitor	GLS inhibitor	JMJD2A Tudor	Pin1 inhibitor	HP1b binding inh	ERG-DNA inh	PGK inhibitor	rTrxR1 inhibitor	ALOX12 inh
CCCn1c(SCC(=O)NC(C)(C)C)nnc1C(C)C	-19.5%	0.8%	-9.0%	-4.1%	53.5%[activator]	-2.6%	-8.3%	-2.7%	14.4%
Cc1ccc(NC(=O)COc2coc(CN3CCc4ccccc4C3)cc2=O)cc1Cl	-1.4%	2.0%	?	-0.5%	5.0%	14.0%	-5.6%	6.8%	?
CCc1ccc(S(=O)(=O)c2cnc(SCC(=O)Nc3ccc(OC)cc3OC)[nH]c2=O)cc1	-15.9%	14.9%	-20.1%	-7.8%	-8.7%	5.3%	8.8%	13.1%	-11.0%
Cc1ccc(S(=O)(=O)N2CCN(Cc3nc4sc5c(c4c(=O)[nH]3)CCCC5)CC2)cc1	-22.0%	9.7%	-12.2%	30.0%	?	-0.2%	-3.4%	-5.7%[57.1 µM]	3.7%
COc1ccccc1C(=O)NCC(=O)N/N=C(\C)Cc1ccccc1	10.4%	-7.7%	-23.3%	-0.6%	22.6%	-0.9%	-4.0%	-6.9%	-3.1%
COC(CNC(=O)c1ccc(CS(=O)(=O)c2c(Cl)cccc2Cl)o1)OC	8.8%	-0.8%	-4.8%	-0.3%	44.1%[activator]	-5.5%	-4.1%	10.0%	6.5%
N#CC(=C1C=CC(=NO)C(Cl)=C1)c1ccc(Cl)cc1	-24.5%	-4.5%	20µM*	-3.3%	?	·	-7.3%	-5.3%	-26.1%
CN(CCN1CCOCC1)Cc1nc(-c2cccs2)no1	1.8%	-1.6%	-14.8%	0.3%	36.6%	0.5%	0.7%	19.7%	-8.1%
CCC(C)Sc1nc2c(c(=O)[nH]c(=O)n2C)n1CC(O)COc1cccc2ccccc12 (configuration not stated)	-52.5%	-0.9%	-13.6%	1.6%	-4.6%	5.3%	-2.7%	19.7%[57.1 µM]	?
CCNS(=O)(=O)c1ccc(NC(=O)c2cncc(Br)c2)cc1	10.0%	5.4%	-20.8%	-3.1%	7.1%	0.7%	-4.9%	-11.6%	-8.8%
CCC(=O)N(Cc1ccc(S(N)(=O)=O)cc1)C1CC(=O)N(c2ccccc2)C1=O (configuration not stated)	-7.4%	-0.1%	-11.6%	-9.0%	27.3%	4.2%	-10.5%	16.8%	2.8%
COC(=O)c1sccc1NC(=S)Nc1ccc(F)cc1	-35.6%	-2.1%	-13.4%	-6.6%	26.8%	7.4%	-7.1%	-24.2%	6.5%
Brc1ccccc1-c1nnc(CSc2nnnn2-c2ccccc2)o1	17.2%	15.9%	-6.7%	19.7%	25.7%	·	-9.1%	-18.4%	17.3%
Cc1ccnc(NC(=O)CCCc2c[nH]c3ccccc23)c1	-18.2%	-3.7%	-13.1%	5.8%	21.1%	-23.4%	-7.9%	-6.1%	11.8%
CCS(=O)(=O)N1CCN(S(=O)(=O)c2ccc(F)cc2)CC1	13.3%	-3.4%	?	-0.5%	6.1%	-5.4%	-1.7%	11.6%	9.0%
Oc1ccc(Oc2ncc(Cl)cc2Cl)cc1	-0.1%	0.3%	-12.5%	-5.4%	10.1%	-3.4%	-6.4%	11.3%	?
CC(C)(C)OC(=O)C[C@@H]1C/C=C\C[C@@H](CC(=O)N(CCO)Cc2ccccc2)C(=O)N2CCC[C@@H]2COC1=O	-4.9%	-8.4%	4.2%	5.0%	48.1%[activator]	-6.3%	-11.6%	7.6%[57.1 µM]	-0.4%

Screens (PubChem)
